Cdc42 wt GTP: modulators of GTP binding to wildtype Cdc42, primary screen, biochemical, multiplex bead flow cytometry, Bodipy-GTP. Cell division control protein 42 homolog (Homo sapiens), P60953. percent activity (GTP binding), % at 10 µM. GST-Cdc42 beads; actives lie on both sides. actives 0.2% (n = 190,000);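 active = percent activity GTP binding at least 20 points away from the 100% baseline, either down as inhibitor or up as activator; inconclusive = compound flagged as likely green fluorescent from well-wide comparison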;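 note: median bead fluorescence of bound Bodipy-FL-GTP at 100 nM; 0% = excess unlabeled GTP control and 100% = no compound control; below 100% means less GTP binding so inhibitor and above means activator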
Target sequence (P60953 whole entry, looked up): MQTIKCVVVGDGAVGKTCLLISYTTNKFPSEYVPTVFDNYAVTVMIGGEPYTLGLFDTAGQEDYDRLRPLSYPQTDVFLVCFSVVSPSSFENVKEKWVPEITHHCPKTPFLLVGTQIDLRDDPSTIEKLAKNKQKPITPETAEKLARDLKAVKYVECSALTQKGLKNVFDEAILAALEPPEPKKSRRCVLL
ABCG2 block: ABCG2 efflux pump inhibitors, primary screen, multiplex with ABCB1, IgMXP3 cells, flow cytometry. Broad substrate specificity ATP-binding cassette transporter ABCG2 (Homo sapiens), Q9UNQ0. JC-1 efflux. inhibition, % at 6.6 µM. actives 0.1% (n = 190,000);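 active = inhibition above 80%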;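 note: 0% = DMSO and 100% = nicardipine control wells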
Target sequence (Q9UNQ0 whole entry, looked up): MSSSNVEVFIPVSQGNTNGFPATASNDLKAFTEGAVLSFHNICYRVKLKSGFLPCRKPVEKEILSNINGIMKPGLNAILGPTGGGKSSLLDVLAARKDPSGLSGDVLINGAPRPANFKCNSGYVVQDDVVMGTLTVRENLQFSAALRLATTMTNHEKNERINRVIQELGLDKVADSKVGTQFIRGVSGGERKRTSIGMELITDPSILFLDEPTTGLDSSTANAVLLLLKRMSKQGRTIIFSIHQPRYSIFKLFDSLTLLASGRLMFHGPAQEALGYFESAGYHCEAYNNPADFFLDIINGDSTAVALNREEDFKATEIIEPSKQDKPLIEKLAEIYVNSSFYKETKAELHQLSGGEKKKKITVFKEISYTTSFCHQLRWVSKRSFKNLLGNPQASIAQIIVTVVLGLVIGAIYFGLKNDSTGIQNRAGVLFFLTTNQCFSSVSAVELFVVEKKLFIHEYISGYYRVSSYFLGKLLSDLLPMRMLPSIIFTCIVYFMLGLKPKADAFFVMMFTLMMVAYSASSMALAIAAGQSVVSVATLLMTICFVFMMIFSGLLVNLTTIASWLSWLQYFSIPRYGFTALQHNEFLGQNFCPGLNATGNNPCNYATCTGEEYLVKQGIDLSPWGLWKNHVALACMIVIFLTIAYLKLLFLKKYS
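test system = two drug-resistant human cell lines, ABCG2 and ABCB1 | amount = 3 million cells/mL final, two lines in 1:1 ratio | reagent = JC-1 transporter substrate | doses = one concentration, 6.6 µM final | incubation = 10 min at 25 °C | signal = flow cytometric JC-1 green MFI at 530 nm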
Rac1 mut GTP: GTP binding modulators of activated mutant Rac1, primary screen, biochemical, bead-based flow cytometry, multiplex, fluorescent GTP. Ras-related C3 botulinum toxin substrate 1 (Homo sapiens), P63000. GST-Rac1 activated beads; actives lie on both sides; 100% means binding = to untreated wells. percent activity (GTP binding), % at 10 µM. actives 0.11% (n = 190,000). AID 764, 2007;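 active = GTP binding at least 20 percentage points away from the 100% baseline, in either direction, so actives lie on both sides; inconclusive = Compound likely fluorescent itself, or too few beads counted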
ABCB1 inh: ABCB1 efflux pump inhibitors, primary screen, cell-based, multiplex, flow cytometry, ABCG2 counter-screen. CCRF-Adr cells, JC-1 efflux. inhibition, % at 6.6 µM. actives 0.067% (n = 190,000). AID 1326, 2008; in the data active = inhibition above about 40%;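 note: 0% = vehicle and 100% = reference inhibitor; higher value means more JC-1 retained so stronger ABCB1 efflux block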
Avidin bead fluor: green autofluorescence of compounds with avidin beads – biophysical, 488/530 nm, flow cytometry, artefact control, profiling panel. compound fluorescence 488/530 nm; active compounds read high. fluorescence (KMESF) at 10 µM. actives 0.38% (n = 220,000). AID 1775, 2009; in the data active = fluorescence above about 47; note: inactives centre near 10
Rac1 wt GTP bind: wildtype Rac1 GTP binding modulators, primary screen, biochemical, GST-Rac1 beads, flow cytometry, multiplex | Ras-related C3 botulinum toxin substrate 1 (Homo sapiens), P63000 | fluorescent GTP binding; actives lie on both sides; 0 = cold GTP competed, 100 = untreated | GTP binding activity (% of control), % at 10 µM | actives 0.27% (n = 190,000) | AID 757, 2007;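 active = GTP binding activity at least 20 points away from the 100% control level, either lower or higher; inconclusive = compound flagged as likely green fluorescent, judged across all proteins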
HRas wt GTP: modulators of GTP binding to HRas wildtype, primary screen, biochemical, bead-based flow cytometry, multiplex; GTPase HRas (Homo sapiens), P01112; GST-Ras wt beads, Bodipy-FL-GTP binding; actives lie on both sides; GTP binding activity, % at 10 µM; actives 0.14% (n = 190,000); AID 759, 2007;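 active = GTP binding activity at least 20% away from the 100% baseline, either lowered as inhibitor or raised as activator; inconclusive = flagged as likely green fluorescent, judged across all proteins in the well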;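 note: 0% = unlabeled GTP competition control and 100% = no-compound control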
Target sequence (P01112 whole entry, looked up): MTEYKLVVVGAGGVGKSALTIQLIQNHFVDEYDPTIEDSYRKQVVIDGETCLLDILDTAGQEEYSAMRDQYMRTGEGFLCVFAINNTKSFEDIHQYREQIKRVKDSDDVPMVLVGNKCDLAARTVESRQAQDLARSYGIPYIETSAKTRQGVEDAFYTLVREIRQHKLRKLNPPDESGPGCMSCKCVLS
Pf gametocyte: late stage P. falciparum gametocyte viability inhibitors, primary screen, ATP luminescence, HTS | AID 743093, 2013 | inhibition, % at 10.9 µM | P. falciparum stage V gametocytes, 24 h | actives 0.065% (n = 150,000);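 active = inhibition above the mean plus 3 SD of compounds within the control limits, set per campaign, cut at about 38% in these data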;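 note: 0% = DMSO wells and 100% = medium only without gametocytes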
GSH bead fluor: compound fluorescence on glutathione beads, profiling panel, artefact control, biophysical, 488/530 nm, flow cytometry | actives 0.25% (n = 190,000) | fluorescence (KMESF) at 10 µM | GSH beads flow cytometry, compound fluorescence 488/530 nm; active compounds read high | AID 1776, 2009; in the data active = fluorescence above about 89;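 note: glutathione beads carrying GST-tagged Bcl family fusion proteins plus one bare bead set; values are compound well signal with DMSO vehicle wells as background; inactives centre near 16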
Rab2A wt mod: modulators of GTP binding to Rab2A wildtype, primary screen, biochemical, dog, bead-based flow cytometry, multiplex; Ras-related protein Rab-2A (Canis lupus familiaris), P61105; GST-Rab2 wt beads, Bodipy-GTP binding; GTP binding activity, % at 10 µM; actives 0.19% (n = 190,000); AID 760, 2007;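 active = GTP binding activity at least 20 points away from 100%, either lowered or raised; inconclusive = signal likely due to the compound's own green fluorescence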;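 note: 0% = beads with excess unlabeled GTP and 100% = no-compound control corrected for plate trend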
Rab7 wt modul: modulators of GTP binding to Rab7, primary screen, biochemical, wildtype, multiplex bead flow cytometry. Rab7 GTPase wild type (dog), Bodipy-FL-GTP binding. GST-Rab7 beads, fluorescent GTP binding; actives lie on both sides; untreated = 100%, excess cold GTP = 0%. GTP binding activity (percent of control), % at 10 µM. actives 0.055% (n = 190,000). AID 758, 2007;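 active = fluorescent GTP binding to Rab7 beads changed by at least 20 points from the 100% baseline, either direction, mostly lower; inconclusive = compound itself probably fluorescent, or too few beads counted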;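 note: median green fluorescence of bound Bodipy-FL-GTP per Rab7 bead population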
* marks the source's active call; other numbers are inactive results; ? = inconclusive; · = no result given.

SMILES	Cdc42 wt GTP	ABCG2 block	Rac1 mut GTP	ABCB1 inh	Avidin bead fluor	Rac1 wt GTP bind	HRas wt GTP	Pf gametocyte	GSH bead fluor	Rab2A wt mod	Rab7 wt modul
Cc1cc(Nc2cc(C)on2)n2ncnc2n1	98	2	99	0.3	8	101	100	·	21	98	101
FC(F)(F)c1cnc(-c2cnc(-c3ccccn3)nc2)c(Cl)c1	97	6	96	0.3	8	98	96	-2	9	94	96
CN(C)c1ccc(/C=N/OC(=O)Nc2ccccc2Cl)cc1	95	1	93	-0.1	23	96	94	-3	9	94	94
CCNC(=O)C(=O)NCC1OCCCN1S(=O)(=O)c1cccs1 (stereo not drawn)	105	-1	100	-0.1	10	104	101	9	13	100	99
O=C(c1ccc([N+](=O)[O-])cc1)n1nc(-c2ccccc2)nc1NCc1ccc(F)cc1	101	6	99	0.0	11	103	99	·	20	97	99
O=C(CSCc1ccc([N+](=O)[O-])cc1)NCCSCc1ccccc1	105	2	100	0.5	14	109	104	·	14	100	101
Cc1ccc(CNc2nc(-c3cccs3)nc3ccccc23)cc1	97	5	102	0.4	16	103	102	6	14	102	103
CC(=O)c1cccc(N(CC(=O)O)S(C)(=O)=O)c1	100	0	100	0.1	8	101	101	·	17	101	100
O=C1CSC(=NC(=O)c2ccccc2)N1	102	1	97	0.0	8	101	102	-9	12	100	102
CCOC(=O)c1sc2nc(C)c([N+](=O)[O-])c(COC)c2c1N	94	3	95	0.4	5	99	95	·	18	96	95
Cn1c(N2CCOCC2)nc2c1c(=O)n(Cc1ccc(Cl)c(Cl)c1)c(=O)n2C	97	4	94	1.2	12	96	99	17	32	96	99
COCCNc1oc(-c2ccc(C)cc2)nc1C#N	99	5	96	0.7	40	96	98	·	12	99	97
CCc1nnc(NS(=O)(=O)c2ccc(NC(=S)NC(=O)c3ccc(OC)cc3)cc2)s1	98	-9	93	-1.0	11	97	96	23	11	92	92
Cc1cc(SCC(=O)Nc2cccnc2Cl)nc2ccccc12	91	-1	90	-0.5	10	90	91	-1	10	96	93
CC(=O)c1ccc(NC(=S)N2CC(C)CC(C)C2)cc1 (stereo not drawn)	103	0	103	-0.1	12	105	100	·	12	98	96
O=C1CCC(=O)N1c1nc2nc(-c3ccccc3)cc(-c3ccccc3)n2n1	103	9	99	3.2	36	100	101	·	15	97	97
c1ccc(OCCSc2nnc3sc4ccccc4n23)cc1	100	3	97	-0.3	24	98	98	·	22	97	95
O=C(CN(C(=O)Cn1nnc(-c2cccs2)n1)c1cnc2ccccc2c1)NCC1CCCO1 (stereo not drawn)	104	0	103	0.1	3	109	103	·	7	103	104
O=C(CCOc1ccccc1)Nc1cccc(S(=O)(=O)Nc2ccccc2Cl)c1	92	9	98	-0.2	14	96	92	-5	6	94	92
CCCCOC(=O)CNc1n[nH]c(=S)[nH]c1=O	104	2	97	0.4	8	101	102	-15	39	100	102
CN(C)S(=O)(=O)Oc1cc(Cl)ccc1C(=O)Nc1ccc(F)cc1F	101	14	96	0.5	10	103	100	3	20	100	96
Cc1cc(C)c2cc(CN(Cc3nnnn3Cc3ccc(F)cc3)C3CCCC3)c(=O)[nH]c2c1	104	4	100	1.1	15	103	104	·	16	104	101
O=C(Cc1ccccc1)NCC1OCCc2ccccc21 (stereo not drawn)	96	2	97	0.1	11	102	101	4	10	100	106
CCOC(=O)N1CCC(NC(=O)c2ccc(CNS(=O)(=O)c3ccc(F)cc3)cc2)CC1	105	2	103	0.4	61*	106	103	·	21	103	100

Record cards, as listed above. Values in the order: Cdc42 wt GTP | ABCG2 block | Rac1 mut GTP | ABCB1 inh | Avidin bead fluor | Rac1 wt GTP bind | HRas wt GTP | Pf gametocyte | GSH bead fluor | Rab2A wt mod | Rab7 wt modul
CC(=O)c1cccc(N(CC(=O)O)S(C)(=O)=O)c1 reads 100 | 0 | 100 | 0.1 | 8 | 101 | 101 | · | 17 | 101 | 100
COCCNc1oc(-c2ccc(C)cc2)nc1C#N reads 99 | 5 | 96 | 0.7 | 40 | 96 | 98 | · | 12 | 99 | 97

The list continues.
SMILES	Cdc42 wt GTP	ABCG2 block	Rac1 mut GTP	ABCB1 inh	Avidin bead fluor	Rac1 wt GTP bind	HRas wt GTP	Pf gametocyte	GSH bead fluor	Rab2A wt mod	Rab7 wt modul
CCn1c(SCC(N)=O)nc2c(c1=O)C1(CCCC1)Cc1ccccc1-2	102	2	98	-0.4	27	106	102	30	10	100	103
CC(C)OC(=O)CCNc1n[nH]c(=O)[nH]c1=O	106	0	101	0.1	11	105	104	·	12	104	102
CCOC(=O)C1CCN(C(=O)C2(NC(=O)Nc3ccccc3Cl)CCCCC2)CC1	102	0	99	0.9	15	102	99	·	23	99	96
CCCN(Cc1ccc(N(C)C)cc1)CC1CC1	108	2	103	0.8	14	111	106	·	13	103	102
O=C(COC(=O)/C=C/c1ccco1)NCc1ccc2c(c1)OCO2	85	14	82	4.3	11	89	92	2	9	86	100
CC(=O)Nc1ccc(NC(=O)COc2c(C)cc(Br)cc2C)cc1	99	12	98	0.8	6	103	100	·	21	98	102
CCOC(=O)CC(=O)CSc1nc2c(c(C)c1C#N)CCC2	97	1	97	0.1	39	93	95	-22	13	95	94
Cc1cc(Oc2ccc(Cl)cc2)nc(SCC(=O)c2ccccc2)n1	102	68	101	2.1	13	103	102	4	5	101	98
COc1cc(CNC(=O)c2cccc(COc3ccc(Cl)cc3)c2)cc(OC)c1	97	7	98	0.5	13	101	99	·	18	94	99
Cc1c(C(O)CN2CCC(C(N)=O)CC2)c2ccccc2n1C (stereo not drawn)	101	-1	99	-0.3	18	101	101	·	26	100	98
Cc1ccc(NC(=O)CCC(=O)N/N=C/c2ccco2)c(C)c1	98	1	101	·	14	103	100	-7	9	99	96
COc1cccc(CC2(CO)CCCN(Cc3cn[nH]c3C3CCCCC3)C2)c1 (stereo not drawn)	97	2	96	1.8	2	100	99	20	9	98	104
COc1ccc(NC(=O)COC(=O)Cc2c(F)cccc2Cl)cc1	96	1	96	0.1	25	99	97	·	12	97	103
COc1ccc(NC(=O)Cn2c(-c3ccc(OC)cc3)cn(-c3ccc(C)cc3)c2=O)cc1	104	9	100	0.9	9	109	103	·	10	101	102
O=C(CN1N=C(c2ccc(Cl)cc2)CCC1=O)NCc1cccnc1	97	14	99	0.3	6	100	99	10	10	98	102
N#Cc1c(NC(=O)CSc2ncc(-c3ccccc3)n2CC2CCCO2)sc2c1CCCC2 (stereo not drawn)	93	5	95	1.0	6	98	97	1	14	97	93
COc1ccc(C2CC(c3c(Cl)cccc3Cl)n3nc(N)nc3N2)cc1 (stereo not drawn)	99	0	99	0.1	8	103	99	·	21	95	98
CCC(C)(C)NC(=O)C(c1cccn1C)N(Cc1ccc(C)cc1)C(=O)Cn1nnc2ccccc21 (stereo not drawn)	105	5	101	2.0	11	107	101	·	22	102	99
Cc1cccc2sc(NC(=O)C3c4ccccc4Oc4ccccc43)nc12	108	2	101	0.0	7	105	106	·	26	104	103
COc1ccc(/C(O)=C2/C(=O)C(=O)N(CC3CCCO3)C2c2cccc(O)c2)cc1 (stereo not drawn)	106	1	99	0.3	24	105	104	·	9	99	103
COc1ccccc1NC(=O)C1=C(C)NC(=O)NC1c1ccc(C)s1 (stereo not drawn)	93	5	93	0.5	10	95	94	·	12	96	93
CCc1ccc(OCCCC(=O)Nc2ccc(S(N)(=O)=O)cc2)cc1	101	-1	95	-0.8	9	101	100	19	9	100	100
COc1ccc(CNC(=O)C2CCN(C(=O)N3CCOc4ccc(C)cc43)CC2)cc1	103	2	101	0.4	7	103	102	·	5	101	100
COc1ccc(C(=O)N(c2ccc(C)cc2)C2C=CS(=O)(=O)C2)cc1OC (stereo not drawn)	95	1	99	0.6	22	98	95	-14	7	97	99
Cn1nc(C(=O)OCC(=O)Nc2ccc3ccccc3c2)c2ccccc2c1=O	?	0	?	0.1	24	?	?	-11	15	?	?
CCNCCC(=O)N1c2ccccc2Sc2ccc(NC(=O)OCC)cc21	95	0	96	-0.2	19	98	99	5	18	98	100
Cc1noc(C)c1S(=O)(=O)N(C)Cc1ccccc1	98	-3	96	-1.0	8	98	100	20	14	101	95
CN(CC(=O)NCCc1ccc(F)cc1)Cc1cccc(Cl)c1	97	0	95	0.9	12	98	95	0	16	96	103
CCn1cnc2scc(-c3ccccc3)c2c1=O	100	4	96	0.7	7	99	100	·	72	99	102
CCc1nc(SCC(=O)O)c(C#N)cc1C	102	5	98	0.7	14	103	98	10	26	98	96
COc1cc(S(=O)(=O)NCc2cccnc2)c(OC)cc1Br	100	-9	98	-0.7	15	104	101	9	37	103	103
CCOC(=O)C(CSCC(=O)c1ccc(Cl)cc1Cl)NC(=O)OC(C)(C)C (stereo not drawn)	104	0	101	0.2	9	112	103	-10	8	107	102
CCCSc1nnc(CSc2nc(C)cc(C)n2)n1C	97	3	96	1.3	3	101	96	·	12	96	99
Cc1ccccc1/C=N/Nc1nc2ccccc2[nH]1	103	16	101	1.1	7	101	100	·	11	101	100
CN(C)S(=O)(=O)c1ccc(NC(=O)C2CCCN(C(=O)c3ccc(Cl)cc3)C2)cc1 (stereo not drawn)	98	13	97	0.7	5	100	98	-13	8	99	99
Cc1ccccc1C(=O)Nc1ccc2c(c1)OCO2	102	6	99	0.8	9	104	100	·	50	100	101
COc1ccc(-c2cc(C3CCN(c4ncccc4[N+](=O)[O-])CC3)[nH]n2)cc1	106	5	99	0.9	10	110	104	·	60	103	104
Cc1n[nH]c(C)c1S(=O)(=O)N1CCCC(C(=O)Nc2ccc3c(c2)OCCO3)C1 (stereo not drawn)	99	1	97	0.3	10	99	100	·	12	98	101
Cc1ccc2ncccc2c1NS(=O)(=O)c1ccccc1	98	0	99	0.1	20	100	101	25	8	102	101
COc1ccc(-n2c3c(c(=O)[nH]c2=O)C(C(F)(F)F)(C(F)(F)F)N=C(CC(C)C)N3)cc1	103	-1	96	-0.1	11	104	102	28	8	100	100

Not a hit list; 1.1% or so of the library scored in one or more.
